Compound activity as filed in PubChem BioAssay.
PKA-R1A act = activators of PKA-R1A holoenzyme, primary screen, biochemical, fluorescence polarization, Cy5-IP20, bovine R1A, mouse PKAc; cAMP-dependent protein kinase type I-alpha regulatory subunit (Bos taurus) + …; PKA-R1A dissociation; scaled: DMSO 0%, 113 µM cGMP 100%; activation, % at 11.4 µM; 0.083% of 340,000 active; AID 504707, 2011;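 active = percent activation above the mean of all tested compounds plus 3 SD, cut at about 19% in these data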;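 also: higher means more PKAc released from R1A so a rise in polarization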
HTR5A ag ctr = HTR5A agonists in luminescence cell assay, primary screen, counter-screen for OPRM1-OPRD1 heterodimer agonist project, full-deck HTS; cell-based; activation, % at 9.3 µM; 5-hydroxytryptamine receptor 5A (Homo sapiens), P47898; AID 504692, 2011; 0.61% of 340,000 active; in the data active = activation mostly above about 9.5%, no sharp cut-off; inactive = mostly below about 7.6%;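 also: 0% = cells with vehicle only and 100% = reference agonist; strong numbers were not always called active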
DAGLB inh = DAGLB lipase inhibitors, primary screen, biochemical, fluorescence, HTS | 0.059% of 340,000 active | inhibition, % at 5.17 µM | Diacylglycerol lipase-beta (Homo sapiens), Q8NCG7 | AID 504411, 2011 | HEK293T DAGLB membrane lysate, EnzChek fluorogenic substrate; in the data active = inhibition above about 34%;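 also: 0% = enzyme with vehicle and 100% = wells lacking enzyme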
SUMO Mot1 rescue = yeast Mot1-301 growth rescue at high temperature, primary screen, SUMOylation pathway inhibitor project, S. cerevisiae, ATP luminescence, 38.5C; S. cerevisiae Mot1-301 growth rescue; percent above DMSO median, 100 means doubled; growth rescue, % at 18.8 µM; 1% of 320,000 active; AID 2716, 2010;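 active = every valid replicate shows activation above 250% relative to neutral control wells; inactive = the rest, any valid replicate at or below 250%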;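 also: OY570 slx delta 5 strain wells were the positive control but not used for scaling; some compounds called inactive have numbers as strong as hits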
Ecoli viability = E. coli V3065 growth inhibition, primary screen, counter-screen for AddAB inhibitor project, absorbance, OD600 | 0.27% of 330,000 active | 18 h | inhibition, % at 11.9 µM | AID 449728, 2010;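 active = inhibition above the campaign's mean inhibition across all tested compounds plus 3 SD, cut at about 9.9% in these data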;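 also: uninfected addAB+ strain grown without phage in ampicillin broth; 0% = DMSO wells and 100% = ciprofloxacin 0.95 µg/ml wells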
phage Ecoli inh = growth loss of phage-infected E. coli, primary screen, RecBCD inhibitor project, absorbance, with phage, HTS | inhibition, % at 11.9 µM | 0.26% of 360,000 active | AID 651602, 2012; in the data active = inhibition above about 11%
HTR5A inv ctr = HTR5A inverse agonists in luminescence cell assay, primary screen, counter-screen for OPRM1-OPRD1 heterodimer inverse agonist project, full-deck HTS | HTR5A cell line, inverse agonism | inhibition, % at 9.3 µM | 0.083% of 340,000 active | AID 504634, 2011; in the data active = inhibition mostly above about 23%, no sharp cut-off; inactive = mostly below about 18%;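 also: 0% = cells with DMSO and 100% = no-cell wells with DMSO; some compounds called inactive have numbers as strong as hits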
CDK5 p35 inh = inhibitors of human CDK5/p35 kinase, primary screen, biochemical, single concentration; 0.01% of 330,000 active; Recombinant CDK5/p35, ADP-Glo luminescence, 60 min; inhibition, % at 10 µM; Cyclin-dependent kinase 5 (Homo sapiens) + Cyclin-dependent kinase 5 activator 1 (Homo …;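 active = highest replicate inhibition of at least 50% and at least 75% of replicates reaching 50%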;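 also: plate controls were DMSO neutral control for no effect and GW8510 at 10 µM for full effect; many of its hits are not listed in these tables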
Target sequence (Q00535 whole entry, looked up): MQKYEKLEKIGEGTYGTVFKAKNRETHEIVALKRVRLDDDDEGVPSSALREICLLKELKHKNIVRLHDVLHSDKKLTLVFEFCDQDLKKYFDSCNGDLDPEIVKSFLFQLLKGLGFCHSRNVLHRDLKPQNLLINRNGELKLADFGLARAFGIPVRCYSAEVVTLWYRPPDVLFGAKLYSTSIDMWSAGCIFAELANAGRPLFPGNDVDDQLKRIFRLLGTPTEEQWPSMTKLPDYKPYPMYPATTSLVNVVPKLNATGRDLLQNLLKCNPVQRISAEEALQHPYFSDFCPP
Target sequence (Q15078 whole entry, looked up): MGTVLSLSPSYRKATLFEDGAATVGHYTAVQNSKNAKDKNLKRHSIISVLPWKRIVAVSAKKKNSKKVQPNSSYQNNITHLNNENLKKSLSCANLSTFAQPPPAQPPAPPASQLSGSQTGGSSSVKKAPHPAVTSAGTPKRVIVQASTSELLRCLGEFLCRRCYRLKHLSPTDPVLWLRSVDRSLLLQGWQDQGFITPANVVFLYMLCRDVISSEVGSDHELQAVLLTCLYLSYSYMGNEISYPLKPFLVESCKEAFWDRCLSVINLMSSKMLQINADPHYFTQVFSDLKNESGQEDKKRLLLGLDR
PKA-R2B activ = activators of PKA-R2B holoenzyme, primary screen, biochemical, fluorescence polarization, Cy5-IP20, human; AID 504700, 2011; cAMP-dependent protein kinase catalytic subunit beta (Homo sapiens) + cAMP-dependent …; 0.079% of 340,000 active; PKA-R2B holoenzyme dissociation; R2B truncated from residue 108, S112A mutant; 0% DMSO only, 100% 113 µM cGMP; activation, % at 11.4 µM;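 active = activation above a cutoff set at the mean over all compounds plus 3 SD, cut at about 18% in these data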;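 also: higher means more holoenzyme dissociation and a rise in polarization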
Target sequence (P31323 whole entry, looked up, other chains not shown, the tested form may be a part): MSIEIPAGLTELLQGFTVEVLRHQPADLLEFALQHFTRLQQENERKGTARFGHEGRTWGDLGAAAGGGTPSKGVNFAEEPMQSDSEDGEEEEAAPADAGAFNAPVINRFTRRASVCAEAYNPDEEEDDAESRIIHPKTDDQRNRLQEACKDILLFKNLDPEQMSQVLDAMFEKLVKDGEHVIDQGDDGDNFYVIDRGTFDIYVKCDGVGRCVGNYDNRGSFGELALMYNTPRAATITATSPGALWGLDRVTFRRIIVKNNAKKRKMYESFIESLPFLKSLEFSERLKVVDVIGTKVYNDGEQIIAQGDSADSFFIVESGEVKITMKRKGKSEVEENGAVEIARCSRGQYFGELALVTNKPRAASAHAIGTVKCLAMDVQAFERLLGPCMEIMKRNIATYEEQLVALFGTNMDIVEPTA
AddAB inh = growth inhibition of E. coli expressing H. pylori AddAB, primary screen, AddAB inhibitor project, absorbance. inhibition, % at 11.9 µM. 0.29% of 330,000 active; in the data active = inhibition above about 12%;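 also: 0% = vehicle wells of infected cells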
Tat export inh = E. coli Tat export inhibitors, primary screen, MC4100, TorA-mCherry reporter, fluorescence, single point | inhibition, % at 10 µM | AID 488895, 2010 | 0.036% of 340,000 active;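 active = mean replicate inhibition at least 50% and at least half of replicates individually reaching 50%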;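 also: exported cargo escapes ClpAP degradation while cytoplasmic cargo is degraded and loses fluorescence; 0% = median of neutral control wells and 100% = median of NaSCN control wells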
An asterisk follows results filed as active; nt = not tested or not shown.

SMILES	PKA-R1A act	HTR5A ag ctr	DAGLB inh	SUMO Mot1 rescue	Ecoli viability	phage Ecoli inh	HTR5A inv ctr	CDK5 p35 inh	PKA-R2B activ	AddAB inh	Tat export inh
CCOC(=O)c1cc2n(n1)C(C(F)(F)C(F)(F)F)CC(C)N2 (stereo not drawn)	-16	7	-5	-19	1.3	1.3	-13	-0.2	-1	1.6	-11
Cc1ccc(NC(=O)CSCC(=O)NCCc2ccccc2)cc1	-9	2	-2	7	2.8	2.1	17	1.5	13	1.5	6
O=C1ON=C(c2cccc([N+](=O)[O-])c2)/C1=C/c1ccc(O)cc1	-7	-2	4	-18	-0.2	0.5	4	-6.0	-4	-0.7	4
O=C(COc1ccccc1Cl)N1CCc2ccccc21	4	3	-3	nt	nt	4.1	-8	-0.3	-4	nt	-2
COC(=O)c1ccc(NS(=O)(=O)c2ccc(S(=O)(=O)N3CCOCC3)cc2)cc1	7	4	0	-8	1.2	1.7	-9	0.0	-5	0.8	-6
Cc1cc(NC(=O)CN2C(=O)S/C(=C\c3ccccc3)C2=O)no1	-4	0	-1	-4	-3.2	3.2	-1	1.7	-9	3.0	1
C=CCOC(=O)C1=C(C)NC(SCC(N)=O)=C(C#N)C1c1cccs1 (stereo not drawn)	-1	-2	-3	-9	0.3	2.7	5	0.9	-5	2.9	-2
O=C(CCS(=O)(=O)Cc1ccc(Cl)cc1)NCCCN1CCN(c2ccccc2F)CC1	-3	2	-1	-5	-1.0	3.9	23	-1.2	-5	1.4	-5
CCn1c(CCNC(=O)c2ccc(OC)cc2)nnc1SCc1ccc(Cl)c(Cl)c1	-2	2	-1	-14	-1.3	2.3	9	0.4	-9	5.1	2
NC(=O)c1nsc(C(=O)N(CC(=O)NC2CCCCC2)c2ccc(Cl)cc2)c1N	3	9	1	-5	-2.3	0.5	-28	-0.3	3	0.1	7
Cc1sc2nc(SCC(=O)N3CCOCC3)[nH]c(=O)c2c1-c1ccccc1	-11	1	4	11	-2.1	2.2	7	-0.4	2	0.7	2
COC(=O)c1ccc(NC(=O)COC(=O)COc2cccc3c2OC(C)(C)C3)cc1	-11	3	-7	0	1.1	6.0	-9	0.7	6	-1.1	-5
Cc1cccc(-[n+]2c(C)cc(C)c3c(=O)[nH]c(=O)[nH]c32)c1	3	3	-2	nt	-1.2	3.1	-16	-0.3	4	-3.2	-4
Cc1cc(C)n2nc(SCC(=O)N/N=C/c3ccc(F)cc3)nc2n1	-1	3	-1	2	0.5	1.4	-10	5.9	-11	-0.3	-7
C/C(=N\NC(=O)CSCc1ccccc1Cl)c1cccc(NC(=O)c2ccccc2)c1	-7	-2	-1	10	-0.9	-1.7	-19	-3.1	3	0.2	6
Cc1cccc(N/C(N)=N/c2nc(C(F)(F)F)cc(C(F)(F)F)n2)c1	1	-5	0	-5	0.8	3.9	13	0.0	-17	3.1	0
O=C1CN(C(=O)CNCc2ccccc2Cl)c2ccccc2N1	-9	4	5	15	1.2	0.5	10	0.9	10	0.9	2
CCc1ccc(CNC(=O)C2CCN(S(=O)(=O)N3CCC(C)CC3)CC2)cc1	-4	-2	-4	7	-0.1	2.0	7	0.6	9	0.4	1
COCCSc1nc2sc3c(c2c(=O)n1-c1ccccc1)CCN(C)C3	-5	-6	2	-6	3.6	nt	-10	0.9	-10	-1.0	0
Cc1ccc(CN2C(=O)CSC2c2cccnc2)cc1 (stereo not drawn)	-2	-1	0	-6	2.3	1.3	-3	-0.1	2	0.4	-2

An excerpt from above, reduced to Ecoli viability.
SMILES	Ecoli viability
Cc1ccc(CN2C(=O)CSC2c2cccnc2)cc1 (stereo not drawn)	2.3
COCCSc1nc2sc3c(c2c(=O)n1-c1ccccc1)CCN(C)C3	3.6

Following part.
SMILES	PKA-R1A act	HTR5A ag ctr	DAGLB inh	SUMO Mot1 rescue	Ecoli viability	phage Ecoli inh	HTR5A inv ctr	CDK5 p35 inh	PKA-R2B activ	AddAB inh	Tat export inh
Cc1ccc(C)c(Nc2nc(-c3ccncc3)nc3ccccc23)c1	-2	8	-2	-9	1.1	-0.3	-31	1.0	4	-1.2	3
CCOc1cc(S(=O)(=O)Nc2ccccc2CC)ccc1Cl	4	2	-3	19	0.7	2.0	5	0.3	-13	-2.4	14
CCCN(C(=O)c1ccc(N2CCCC2=O)cc1)C1CCS(=O)(=O)C1 (stereo not drawn)	-20	-7	-1	0	1.2	1.0	-4	2.4	0	1.4	1
O=C(N/N=C/c1ccncc1)c1cc2c(ccc3ccccc32)o1	-10	9	-6	8	4.1	4.2	-24	-0.9	-2	1.6	-1
COc1cccc(N2CCN(C(=O)CCNS(=O)(=O)c3ccc4c(c3)c(=O)n(C)c(=O)n4C)CC2)c1	-16	1	0	17	-0.5	1.1	-17	-5.3	2	-0.4	-8
CC(C)CCC(CCNCc1ccccn1)c1ccc(Cl)cc1 (stereo not drawn)	-2	1	-5	-38	-1.1	0.5	-3	-1.2	-7	-4.2	-1
COc1ccc(Cl)cc1NC(=O)COC(=O)c1c(-c2ccccc2)noc1C	-5	-1	-4	-9	1.6	4.0	4	0.5	-14	2.4	-1
COc1ccc(CCNC(=O)CCCc2ccccc2)cc1	-7	-1	-3	6	1.5	-13	3	0.5	-2	0.4	-3
C=C(C)Cn1c(-c2ccccc2)nc2ccccc21	-12	-2	-4	11	0.9	3.8	13	-3.7	-1	1.3	-8
COc1ccc(NC(=O)Cn2nnc3ccccc32)c([N+](=O)[O-])c1	7	-4	0	-1	1.7	2.5	11	0.4	-2	0.2	-6
N#Cc1ccc(NC(=O)c2cc(S(=O)(=O)N3CCOCC3)ccc2N2CCCC2)cc1	-15	-1	-4	-11	1.5	2.9	3	-7.9	3	1.4	-1
COc1ccc(NC(=O)CN(C)C(=O)/C=C/c2cn(-c3ccccc3)nc2-c2cccs2)cc1	-14	3	0	-12	2.4	3.6	23	-0.2	-8	0.8	-5
Nc1ccc(-n2nc3ccccc3n2)cc1	-6	-1	-3	-2	3.9	2.8	-16	-1.9	-8	8.8	-8
Cc1nc(NS(=O)(=O)c2ccc(Br)cc2)c2c3c(sc2n1)CCC3	-8	6	2	-6	-3.6	-0.7	-16	0.7	5	-0.3	-8
CCOc1ccc2nc(NC3=NC(C)(C)C=C(C)N3)nc(C)c2c1	-7	0	0	4	-3.6	4.0	0	-3.3	-4	1.6	0
COc1ccc(S(=O)(=O)NCCSc2ccc(C)cc2)cc1OC	-5	0	-3	628	-1.0	-2.4	-1	0.8	1	0.1	-5
COc1ccc(CN(C)C(=O)C23CC4CC(CC(Cl)(C4)C2)C3)c(OC)c1OC	6	4	-5	36	-1.3	1.8	-25	-1.2	5	0.5	9
O=C1CCCN1c1ccc(S(=O)(=O)N2CCCCC2)cc1[N+](=O)[O-]	-2	-3	-2	48	-0.7	4.1	8	1.5	-19	2.6	0
O=C(CSc1nc(=O)n(CCCN2CCOCC2)c2c1CCC2)Nc1ccc(F)cc1	4	1	-3	3	4.6	2.1	-2	0.4	-4	1.5	5
Cc1cc(NC(=O)c2ccc3c(c2)C(=O)N(Cc2ccccc2)C3=O)no1	3	-1	-1	-10	-2.0	5.4	-4	2.9	1	0.3	2

2 entries from above, in CSV form.
Molecule,PKA-R1A act,HTR5A ag ctr,DAGLB inh,SUMO Mot1 rescue,Ecoli viability,phage Ecoli inh,HTR5A inv ctr,CDK5 p35 inh,PKA-R2B activ,AddAB inh,Tat export inh
Cc1nc(NS(=O)(=O)c2ccc(Br)cc2)c2c3c(sc2n1)CCC3,-8,6,2,-6,-3.6,-0.7,-16,0.7,5,-0.3,-8
COc1ccc(NC(=O)CN(C)C(=O)/C=C/c2cn(-c3ccccc3)nc2-c2cccs2)cc1,-14,3,0,-12,2.4,3.6,23,-0.2,-8,0.8,-5

Quoted from the listing.
`Nc1ccc(-n2nc3ccccc3n2)cc1` @ phage Ecoli inh: 2.8
`CCCN(C(=O)c1ccc(N2CCCC2=O)cc1)C1CCS(=O)(=O)C1` (stereo not drawn) @ Tat export inh: 1
`COc1ccc(S(=O)(=O)NCCSc2ccc(C)cc2)cc1OC` @ PKA-R2B activ: 1
`CC(C)CCC(CCNCc1ccccn1)c1ccc(Cl)cc1` (stereo not drawn) @ HTR5A inv ctr: -3

New compounds follow
SMILES	PKA-R1A act	HTR5A ag ctr	DAGLB inh	SUMO Mot1 rescue	Ecoli viability	phage Ecoli inh	HTR5A inv ctr	CDK5 p35 inh	PKA-R2B activ	AddAB inh	Tat export inh
CCN(c1ccccc1)S(=O)(=O)c1ccc(F)c(C(=O)O)c1	2	0	-1	2	0.9	-0.5	5	-4.7	-4	1.4	-11
O=C(COC(=O)C1CCC1)Nc1ccc(OC(F)F)cc1	-6	-2	-1	38	-1.6	3.4	7	-0.4	0	0.6	1
CN(C)c1nc(N(C)C)n(C(=O)c2cccs2)n1	2	-16	-2	-4	-0.4	1.9	-4	2.2	-4	1.1	2
C[C@@H]1CC=C[C@H]2[C@H]1C(=O)N(Cc1ccccc1)[C@H]2c1ccc(-c2ccoc2)cc1F	-8	5	-4	46	-1.2	-1.5	-14	-0.7	-3	1.9	7
CCOC(=O)c1c(NC(=O)c2ccn(CC)n2)sc2c1CCC2	4	-4	-9	80	-3.2	-2.4	10	0.0	1	-3.4	3
COc1cccc(C(C2C(=O)CC(C)(C)CC2=O)C2C(=O)CC(C)(C)CC2=O)c1	-4	3	2	25	0.3	0.2	-11	0.8	-5	0.0	-4
C=CCCCCCCCCC(=O)N1CCN(c2cc3c(cc2F)c(=O)c(C(=O)O)cn3CC)CC1	-9	-1	-2	-16	35*	3.4	2	2.3	1	41*	8
COc1ccc(NC(=O)Nc2cccc3c2O[C@H](CN(C)C(=O)Nc2ccc(C(F)(F)F)cc2)[C@@H](C)CN([C@H](C)CO)C3=O)cc1	-9	6	-1	4	-2.8	nt	10	1.8	11	-1.9	-1
O=C(N/N=C/C(Br)=C/c1ccccc1)c1ccc([N+](=O)[O-])cc1	-5	1	0	-6	-0.9	3.0	-3	-1.4	2	4.6	-1
O=[N+]([O-])c1cccc(-c2nc(-c3ccccc3)no2)c1	3	4	-5	7	-1.5	4.2	-14	-1.0	-12	3.4	-5

Outcome played no part in choosing rows; 2.3% or so of the library scored in one or more.
